Compound activity: PubChem BioAssay, several laboratories
NPY-Y2 PAM-ag: human NPY-Y2 potentiation or agonism, primary screen. P49146. cells expressing NPY-Y2, potentiator/agonist read-out. activation, % at 3.6 µM. 220,000 tested, 0.45% active. AID 1359; in the data active means activation above about 27%;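 further: cells stimulated with NPY near EC25 plus isoproterenol at EC100; 0% = vehicle plus submaximal agonist and 100% = vehicle plus saturating agonist; some results beyond the cut were filed as inactive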
Target sequence (P49146 whole entry, looked up): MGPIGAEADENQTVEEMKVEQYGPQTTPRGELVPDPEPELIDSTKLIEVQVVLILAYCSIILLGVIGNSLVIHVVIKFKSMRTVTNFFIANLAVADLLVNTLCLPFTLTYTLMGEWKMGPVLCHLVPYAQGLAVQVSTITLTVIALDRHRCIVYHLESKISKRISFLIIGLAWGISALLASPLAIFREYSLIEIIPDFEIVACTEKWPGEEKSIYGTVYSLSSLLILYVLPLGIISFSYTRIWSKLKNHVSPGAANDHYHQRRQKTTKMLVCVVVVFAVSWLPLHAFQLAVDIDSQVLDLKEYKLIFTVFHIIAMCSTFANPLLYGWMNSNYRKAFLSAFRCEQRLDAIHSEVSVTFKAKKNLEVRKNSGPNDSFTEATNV
NCF1 inh: inhibitors of human p47phox binding. inhibition, % at 24.7 µM. AID 1274. p47phox/p22phox peptide binding, fluorescence polarization, 2 h. P14598. 220,000 tested, 0.53% active;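 active means inhibition above about 30%, limit read from the data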;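 further: 0% = p47phox with labelled peptide and 100% = labelled peptide alone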
Ba/F3 V617F tox: lowers viability of Ba/F3 cells expressing EpoR and JAK2V617F; ATP luminescence; inhibition, % at 5.6 µM; 220,000 tested, 1.1% active; AID 1446;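 active means inhibition above the campaign mean plus 3 SD over all tested compounds, cut at about 24% in these data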;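 further: cytokine-independent growth of Ba/F3 cells driven by EpoR plus mutant JAK2; 0% = DMSO-treated cells and 100% = JAK inhibitor I control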
S1P4 antagonist: blocks the human S1P4 receptor; 220,000 tested, 0.26% active; inhibition, % at 4.98 µM; S1P4-expressing cells, antagonist mode, reporter read-out; in the data active means inhibition above about 29%;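 further: 0% = wells stimulated with agonist and 100% = vehicle wells without agonist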
CHOP inh: blocks CHOP induction under ER stress | 220,000 tested, 3.8% active | inhibition, % at 10 µM | CHO-K1 CHOP-promoter luciferase, tunicamycin-induced, 15-18 h;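 active means compounds that reduced the stress-induced luciferase reporter signal by more than about 70% of percent inhibition, limit read from the data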;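 further: 0% = tunicamycin plus vehicle and 100% = wells without tunicamycin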
NPY-Y1 PAM-ag: potentiators or agonists of human neuropeptide Y receptor Y1; P25929; NPY-Y1 expressing cells, potentiator/agonist activation; activation, % at 3.6 µM; 220,000 tested, 0.37% active; in the data active means activation above about 33%, passing the limit was not always enough;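 further: cells stimulated with NPY at EC10 then isoproterenol at EC100; 0% = low agonist plus stimulus and 100% = saturating agonist plus stimulus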
Target sequence (P25929 whole entry, looked up): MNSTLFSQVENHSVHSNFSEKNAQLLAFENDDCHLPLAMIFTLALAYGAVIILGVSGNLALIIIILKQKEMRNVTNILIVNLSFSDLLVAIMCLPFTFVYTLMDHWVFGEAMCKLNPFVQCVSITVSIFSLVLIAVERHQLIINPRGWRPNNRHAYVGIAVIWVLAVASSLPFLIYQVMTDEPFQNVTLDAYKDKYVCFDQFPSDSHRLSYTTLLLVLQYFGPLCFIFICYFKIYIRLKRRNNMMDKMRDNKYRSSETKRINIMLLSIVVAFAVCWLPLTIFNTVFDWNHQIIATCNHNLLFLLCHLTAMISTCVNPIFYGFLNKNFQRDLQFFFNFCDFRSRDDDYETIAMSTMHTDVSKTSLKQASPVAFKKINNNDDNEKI
S1P4 agonist: agonists of human S1P4 receptor | O95977 | activation, % at 4.98 µM | 220,000 tested, 0.35% active | S1P4-expressing cell line, agonist reporter assay; in the data active means activation above about 11%;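 further: 0% = DMSO vehicle and 100% = reference agonist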
NPY-Y1 antag: blocks the human neuropeptide Y Y1 receptor | HEK293-CNG Y1 cells, membrane potential fluorescence; NPY at EC95, then isoproterenol | inhibition, % at 3.6 µM | P25929 | 200,000 tested, 1% active | AID 1040;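 active means inhibition above the campaign mean inhibition of all tested compounds plus 3 SD, cut at about 20% in these data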;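 further: 0% = DMSO wells given NPY plus isoproterenol and 100% = isoproterenol alone without NPY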
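Material: Y1- and CNG-channel-expressing HEK293 cells / Probe or stimulus: NPY 25 nM then isoproterenol 1 µM plus Ro 20-1724 25 µM / Doses: 3.6 µM single dose, DMSO 0.4% / Schedule: compound incubation 1 h at room temperature, readout 45 min post-stimulation / Signal: membrane potential fluorescence / Benchmarks: isoproterenol-only wells as full block versus NPY-plus-isoproterenol wells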
BaF3 parental: reduces parental Ba/F3 cell viability, JAK2V617F counter-screen | CellTiter-Glo ATP luminescence | inhibition, % at 5.6 µM | 220,000 tested, 1.1% active;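 active means inhibition above a per-campaign cutoff, the mean inhibition of all tested compounds plus 3 SD, cut at about 27% in these data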;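 further: 0% = DMSO wells and 100% = JAK Inhibitor I control wells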
* hit, by the source's call; · = not tested or not shown; & = joins results of further samples. Not a hit list. Share with any hit: about 7.1%.

Start of the data: the first seven compounds (preview)
SMILES	NPY-Y2 PAM-ag	NCF1 inh	Ba/F3 V617F tox	S1P4 antagonist	CHOP inh	NPY-Y1 PAM-ag	S1P4 agonist	NPY-Y1 antag	BaF3 parental
C=CCc1ccccc1OCC(O)CNC(C)C (centres undefined)	103*	-11	1	-9	9&11	116*	1.1	-13	9
COc1ccc(NC(=O)N(CCCN(C)C)Cc2cc3cc(OC)ccc3[nH]c2=O)cc1	0	0	-2	-1	3	-3	2.6	-3	3
COc1ccc(/C(O)=C2/C(=O)C(=O)N(CCN(C)C)C2c2cccnc2)cc1C (centres undefined)	5	3	-5	-16	-1	2	2.1	8	3
CCOC(=O)c1c(NC(=O)c2ccncc2)sc(C)c1C	2	-9	-1	8	29	-11	-0.4	6	-1
O=C1c2ccccc2C(=O)N1CCCn1nnc(-c2ccc(N3CCOCC3)cc2)n1	-1	-13	2	-30	7	-33	2.1	-6	5
N#C/C(=C\c1ccc(OC(=O)c2ccccn2)cc1)C(N)=O	2	5	3	2	10	-5	-0.3	3	7
COc1cc(C(=O)NCCCNc2nc3cc(C)cc(C)c3cc2C#N)cc(OC)c1OC	-4	-7	1	-19	34	-8	-0.3	2	2

Results, from the first entry:
SMILES	NPY-Y2 PAM-ag	NCF1 inh	Ba/F3 V617F tox	S1P4 antagonist	CHOP inh	NPY-Y1 PAM-ag	S1P4 agonist	NPY-Y1 antag	BaF3 parental
C=CCc1ccccc1OCC(O)CNC(C)C (centres undefined)	103*	-11	1	-9	9&11	116*	1.1	-13	9
COc1ccc(NC(=O)N(CCCN(C)C)Cc2cc3cc(OC)ccc3[nH]c2=O)cc1	0	0	-2	-1	3	-3	2.6	-3	3
COc1ccc(/C(O)=C2/C(=O)C(=O)N(CCN(C)C)C2c2cccnc2)cc1C (centres undefined)	5	3	-5	-16	-1	2	2.1	8	3
CCOC(=O)c1c(NC(=O)c2ccncc2)sc(C)c1C	2	-9	-1	8	29	-11	-0.4	6	-1
O=C1c2ccccc2C(=O)N1CCCn1nnc(-c2ccc(N3CCOCC3)cc2)n1	-1	-13	2	-30	7	-33	2.1	-6	5
N#C/C(=C\c1ccc(OC(=O)c2ccccn2)cc1)C(N)=O	2	5	3	2	10	-5	-0.3	3	7
COc1cc(C(=O)NCCCNc2nc3cc(C)cc(C)c3cc2C#N)cc(OC)c1OC	-4	-7	1	-19	34	-8	-0.3	2	2
CCN(CCCNC(=O)CCCOc1cc(=O)n(C)c2ccccc12)Cc1ccccc1	-14	0	7	-8	-23	-21	-2.2	6	2
COc1cc(C(=O)Nc2cc(C(F)(F)F)ccc2-n2cncn2)cc(OC)c1OC	-14	3	5	-20	4	-18	1.5	4	10
COc1ccc(NC(=O)C23CCC(C2)C(C)(C)C3=O)cc1 (centres undefined)	12	-9	-1	-8	23	12	-2.0	1	6
N/C(=N\S(=O)(=O)c1cc(C(F)(F)F)cc(C(F)(F)F)c1)c1ccccc1	22	-2	-2	21	-7	23	0.2	·	-1
O=C(Nc1cccc(Cl)c1)c1cc(F)cc2c1OCOC2	-12	-16	-2	9	6	-16	-1.0	·	0
Cc1ccc2c(c1)nnn2C1CCN(S(=O)(=O)c2cccc(S(=O)(=O)N(C)C)c2)CC1	10	-9	3	-27	53	-10	1.6	1	6
COc1cc(/C=C/C(=O)O)cc(S(=O)(=O)Nc2cccc(SC)c2)c1OC	4	-2	-3	-3	4	8	1.2	1	0
Cc1c(C(=O)/C=C/c2cccs2)oc2ccc(F)cc12	-8	-18	-5	3	-22	-2	1.0	-1	4
c1ccc(Cn2nnc3c(N4CCc5ccccc5C4)ncnc32)cc1	-6	-2	-5	-14	-12	-16	1.0	-4	2
CC(=O)N1CCc2cc(S(=O)(=O)NCCC(=O)N3CCN(Cc4ccccc4)CC3)ccc21	11	3	5	-11	12	9	1.2	-2	9
Cc1ccc(-c2csc(=S)[nH]2)cc1	-13	6	2	-9	-13	-6	2.1	18	3
CCOC(=O)CSc1nnc(-c2ccco2)n1C	-2	-9	-1	-30	-24	8	2.1	6	3
COc1cc2c3nnc(-c4ccc(F)cc4)c-3cn(Cc3cccc(C)c3)c2cc1OC	6	-4	5	-1	40	4	0.9	0	7

The last three compounds of the part above are carried over, then new ones follow.
SMILES	NPY-Y2 PAM-ag	NCF1 inh	Ba/F3 V617F tox	S1P4 antagonist	CHOP inh	NPY-Y1 PAM-ag	S1P4 agonist	NPY-Y1 antag	BaF3 parental
Cc1ccc(-c2csc(=S)[nH]2)cc1	-13	6	2	-9	-13	-6	2.1	18	3
CCOC(=O)CSc1nnc(-c2ccco2)n1C	-2	-9	-1	-30	-24	8	2.1	6	3
COc1cc2c3nnc(-c4ccc(F)cc4)c-3cn(Cc3cccc(C)c3)c2cc1OC	6	-4	5	-1	40	4	0.9	0	7
O=C(CSc1nnc(COc2ccc(F)cc2)o1)N1c2ccccc2CCc2ccccc21	-4	-3	-2	-11	6	9	0.9	2	4
O=C1SC(SCc2ccccc2)=N/C1=C\c1ccco1	2	-67	0	-19	61	7	2.8	-4	5
CCC(=O)c1c[nH]c(C(=O)NCc2cccnc2)c1	5	-9	0	5	3	5	1.3	5	5
COc1ccc(Nc2nc(N)nc(CSc3n[nH]c(-c4ccccc4)n3)n2)cc1	-1	-7	1	-10	30	18	-0.1	-5	5
C=CCN1C(=O)C(O)(CC(=O)c2ccc(OC)cc2OC)c2cc(Br)ccc21 (centres undefined)	-13	4	-4	-20	5	-2	-0.2	4	-2
CCOC(=O)CC(NC(=O)C1c2ccccc2Oc2ccccc21)c1ccc(C)cc1 (centres undefined)	7	-2	0	-1	35	11	-0.9	8	1
CC(CCc1ccccc1)NC(=O)N1CCOCC1 (centres undefined)	4	0	1	-11	34	-7	-0.2	7	8
O=c1c2ccccc2nc(-c2ccc(Cl)cc2Cl)n1CCCn1ccnc1	-10	2	-3	-6	-16	-1	0.1	2	-3
COc1cccc(C2=NOC(C(=O)NCc3ccco3)C2)c1 (centres undefined)	-10	-7	-5	-18	-6	-13	1.6	11	1
N#Cc1ccc(OCC(=O)OCC(=O)Nc2cc(C(F)(F)F)ccc2N2CCOCC2)cc1	1	-15	-2	-3	23	-4	0.5	5	3
O=C1CC(N2CCc3ccccc32)C(=O)N1c1ccc(F)cc1 (centres undefined)	-5	-5	-2	0	-18	11	0.1	-4	7
COc1ccc(CCNC(=O)CCc2ccc(S(=O)(=O)NCC(C)C)cc2)cc1OC	-5	0	3	-11	3	6	0.0	-4	7
Cc1ccc(OCC(=O)NNC(=O)c2ccoc2C)c(Br)c1	12	-8	-4	-62	13	-14	-0.2	5	6
O=C(N/N=C/c1ccccc1F)c1ccc(COc2ccccc2Cl)o1	-7	-9	-2	-28	45	-34	2.7	6	2
Cc1ccc(OCC(=O)Nc2cccc3c2CCCC3)cc1C	-12	·	2	-22	·	-44	1.1	22*	6
O=C(CCNC(=O)c1ccccc1)Nc1cccnc1	-17	3	2	-1	3	8	-0.6	2	5
CCCc1nc(-c2cc3cc(C)ccc3[nH]c2=O)no1	4	-4	-5	3	15	8	-0.8	·	-2
Nn1cnnc1N/N=C\c1ccc(-c2ccccc2[N+](=O)[O-])o1	2	-5	0	0	45	-22	5.7	-1	3
Cc1ccnc(Nc2nc3ccccc3s2)n1	2	-4	-1	-9	53	-10	0.7	-2	2
O=C(/C=C/c1cccc([N+](=O)[O-])c1)N1CC[C@@]2(O)CCCC[C@H]2C1	16	-13	-3	14	55	11	-0.7	·	-5
C=C(C)Cn1c(CCCNC(=O)CCC)nc2ccccc21	2	-6	-2	-6	25	11	0.0	0	2
CCOC(=O)N1CCN(C(=O)C2CCCN(S(C)(=O)=O)C2)CC1 (centres undefined)	2	1	1	9	5	14	-0.6	6	6
Cc1ccc(C(=O)COC(=O)CNC(=O)c2cccs2)cc1C	-2	5	1	-12	10	-19	0.5	0	3
Cc1cc(C)cc(-n2nnnc2SCC(=O)Nc2nc(-c3ccc(F)cc3)cs2)c1	-5	-10	-1	-5	89*	28	-0.3	8	1
CCC(CC)C(=O)Nc1ccc(Cl)c(Cl)c1	-14	1	-2	7	30	-22	-1.5	1	7
O=C(OC1CCN(c2ncc(C(F)(F)F)cc2Cl)CC1)c1ccccc1	-2	-15	-4	7	21	-12	0.9	6	-1
C=CCNC(=S)NNC(=O)c1ccc([N+](=O)[O-])cc1	-1	-15	2	3	-3	-6	-1.5	-2	7
COCCNC(=O)C(c1ccco1)N(C(=O)Cn1nnc2ccccc21)c1cccc(C)c1C (centres undefined)	4	-16	-2	-8	-2	-15	-2.8	6	3
C=CCn1c(Cc2cccc3ccccc23)n[nH]c1=S	10	1	-1	0	30	15	-1.6	7	-1
Cc1ccc(CSCC(=O)Nc2ccccc2F)cc1	4	5	0	-8	-4	-8	0.2	3	-1
CC1=NNC(=O)/C1=C\c1cn(-c2ccccc2)nc1-c1ccc(Cl)cc1	21	-13	-2	1	108*	17	2.5	-6	7
Cc1ccccc1-c1nc2cc(Cl)ccc2o1	-1	-22	-2	-18	37	16	0.1	-6	2
CCOC(=O)C1=C(SCC)c2cc3c(n2C1=O)CCCC3	25	9	0	-13	55	19	-0.1	-18	5
CN1/C(=C\C=N\NC(=O)c2ccc(O)cc2)C(C)(C)c2ccccc21	0	-181	37*	-17	54	7	0.3	2	42*
CCn1c(SCC(=O)N2CCCc3ccccc32)nc2c(c1=O)SC(C)C2 (centres undefined)	-11	2	1	2	18	14	0.2	1	-1
Cn1c(C(=O)NCCC2=CCCCC2)cc2c(=O)n3ccccc3nc21	-5	-3	3	-19	-15	-19	3.2	4	4
CCN(CC)S(=O)(=O)c1cccc(C(=O)N/N=C/c2ccc(N3CCOCC3)cc2)c1	12	-13	0	-1	21	8	-0.6	11	8
O=C1CC(Cc2ccccc2)C(=O)N1c1ccccn1 (centres undefined)	0	-7	-3	6	9	-4	-1.0	·	-5
Cc1ccccc1Cc1c(C)nc2c(C(=O)N3CCN(Cc4ccc5c(c4)OCO5)CC3)cnn2c1C	-9	·	0	-10	·	-7	2.9	4	2
CN(C)Cc1cc(O)c(CN(C)C)cc1O	-15	37*	6	5	-5	-10	0.7	·	-1
O=C(NC(=S)Nc1ccccn1)c1ccccc1	-10	-3	5	7	-27	-25	0.5	·	5
C=CCn1c(-c2ccncc2)n[nH]c1=S	-14	-2	6	0	-14	-3	-0.7	4	11
COc1cc(/C=N/n2c(-c3cc(C)[nH]n3)n[nH]c2=S)cc(OC)c1O	0	3	3	0	7	-7	1.5	·	4
Cc1cc(C(=O)CSc2nnc(N)s2)c(C)n1CCc1ccc(F)cc1	-7	-6	-6	-24	23	-23	1.2	2	2
